Bioassay records (PubChem BioAssay)
Rat MKP-3 inhibitors = inhibition of rat DUSP6 enzyme activity – biochemical, in vitro, primary screen (AID 425). recombinant MKP-3 phosphatase activity, fluorescence; higher % means a stronger effect. actives 0.17% (n = 110,000). inhibition, % at 20 µM; hits with a dose series show IC50 in µM; in the data active = inhibition above about 50%;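 also: plate controls were vehicle for no effect and reference inhibitor for full effect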
Hsp70 inhibitors = Hsp70 inhibitors, probe displacement, primary screen, biochemical, fluorescence polarization (AID 583). Hsp70 fluorescence polarization probe displacement, mP; higher % means a stronger effect. displacement, % at 20 µM; hits with a dose series show IC50 in µM. actives 0.06% (n = 140,000); in the data active = displacement above about 50%;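 also: plate controls were vehicle for no effect and reference ligand for full effect; a part of the inactive calls stands beside numbers as strong as those of hits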
An asterisk follows results filed as active; / = not tested or not shown; & = joins results of further samples.

The opening five records, ahead of the listing:
Under each structure: Rat MKP-3 inhibitors	Hsp70 inhibitors
COc1ccc(-c2ccc(-c3nnc(-c4cccc(C)c4)o3)cc2)cc1
    1%	1.1%
CC(C)OCCCn1c(=S)[nH]c2ccc(N3CCOCC3)cc2c1=O
    -5%	-0.2%
CCN(CC)CCCN(C(=O)c1cccs1)c1nc(-c2ccc(OC)cc2)cs1
    -5%	-4.1%
Cc1ccc(NC(=S)NCc2cccs2)cc1
    /	9.2%
N#CCCNc1cc2ccccc2cc1C(=O)O
    4%	0.4%

Main list, from the first entry:
Under each structure: Rat MKP-3 inhibitors	Hsp70 inhibitors
COc1ccc(-c2ccc(-c3nnc(-c4cccc(C)c4)o3)cc2)cc1
    1%	1.1%
CC(C)OCCCn1c(=S)[nH]c2ccc(N3CCOCC3)cc2c1=O
    -5%	-0.2%
CCN(CC)CCCN(C(=O)c1cccs1)c1nc(-c2ccc(OC)cc2)cs1
    -5%	-4.1%
Cc1ccc(NC(=S)NCc2cccs2)cc1
    /	9.2%
N#CCCNc1cc2ccccc2cc1C(=O)O
    4%	0.4%
CCCC(=O)Nc1cc(=O)[nH]c2ncnn12
    -5%	3.6%
CCOc1ccc(NC(=O)CN2CCN(CC(=O)c3ccc(OC)c(OC)c3)CC2)cc1
    2%	-2.2%
COc1cc(/C=N/n2cnnc2)ccc1OCCSc1ccc(C)cc1
    2%	1.4%
O=C(O)c1cccc(-c2ccc(/C=C3\SC(=S)N(c4cccc(F)c4)C3=O)o2)c1
    1%	-56%
O=C(CC(c1ccco1)S(=O)(=O)c1ccccc1)c1ccccc1 (stereo not given)
    3%	-1.6%
O=[N+]([O-])c1cccc(/C=N/Nc2nnc3c(n2)[nH]c2ccccc23)c1
    5%	4.9%
Cc1cccc(NC(=O)CSc2nccn2C)c1
    1%	3.2%&-4.2%
COc1ccc(N2C(=O)/C(=C/C3C(=O)N(c4ccccc4)N=C3C)C(=O)NC2=S)cc1 (stereo not given)
    3%	0.9%
CC1CCc2[nH]nc(C(=O)O)c2C1 (stereo not given)
    -15%	-1.7%
O=[N+]([O-])c1ccc(O)c(/C=N/Nc2nnc3c(n2)[nH]c2ccccc23)c1
    3%	-2.2%

Some of the entries so far, as comma-separated lines:
Structure,Rat MKP-3 inhibitors,Hsp70 inhibitors
CCCC(=O)Nc1cc(=O)[nH]c2ncnn12,-5%,3.6%
CCOc1ccc(NC(=O)CN2CCN(CC(=O)c3ccc(OC)c(OC)c3)CC2)cc1,2%,-2.2%

Continuation.
Under each structure: Rat MKP-3 inhibitors	Hsp70 inhibitors
COc1cc(/C=N/Nc2nc(N3CCCCC3)nc(N3CCCCC3)n2)cc(OC)c1
    -1%	5.8%
COc1cc(SC)ccc1C(=O)Nc1ccccc1C#N
    -9%	5.4%
COc1ccc(C2(CCN)CCOC(C)(C)C2)cc1 (stereo not given)
    1%	-1.8%
CS(=O)(=O)Nc1ccc(S(=O)(=O)N2CCCCC2)cc1
    0%	2.8%
CCOc1ccc(CCN2C(=O)C3C4C=CC(C4)C3C2=O)cc1OCC (stereo not given)
    3%	-4.0%
CC(=O)CC(=O)Nc1cc(C)cc(C)c1
    3%	-2.5%
CN(C(=O)COc1cc(=O)n(C)c2ccccc12)c1ccc(Br)cc1
    -2%	/
O=C(CN1C(=O)c2cccnc2C1=O)c1ccccc1
    /	-0.8%
CC(C(=O)O)c1cccc(C(=O)c2ccccc2)c1 (stereo not given)
    -17%	-1.1%
CCc1ccc(OCC(=O)Nc2ccc(F)c([N+](=O)[O-])c2)cc1
    -1%	-4.5%
NC(=O)NC(CCc1ccccc1)c1ccccc1 (stereo not given)
    -1%	-4.2%
O=C(NCCN1CCOCC1)c1ccc2ccccc2c1
    /	-3.8%
COc1ccc(S(=O)(=O)N2CCCCCC2)cc1
    0%	0.5%&-1.2%
CC(=O)Nc1c(C)cc(C(C)(C)c2cc(C)c(NC(C)=O)c(C)c2)cc1C
    -5%	-2.3%
CCCC(=O)Nc1ccc2c(c1)C(=O)N(CCC(=O)O)C2=O
    -6%	-0.6%
CC1CCCCC1NC(=O)c1cn(C)c2ccc(S(=O)(=O)N3CCCC3)cc2c1=O (stereo not given)
    4%	-1.5%
COc1ccc(S(=O)(=O)NCCN2CCOCC2)c2ccccc12
    -10%	0.6%
COc1ccc(C2CC(=O)C3=C(C2)Nc2ccccc2N(C(C)=O)C3c2ccco2)cc1 (stereo not given)
    -10%	-2.8%
CC(C)COC(=O)Cn1cnc2ccc(Br)cc2c1=O
    2%	-2.4%
COc1ccc(-c2nnn(CC(=O)N3CCN(c4ccccc4OC)CC3)n2)cc1
    /	3.3%
COc1cccc2c(=O)c(SC(F)(F)C(F)C(F)(F)F)c(C)[nH]c12 (stereo not given)
    0%	2.9%
Cc1ccc(NC(=O)CSc2nnc(-c3ccncc3)o2)cc1
    /	2.6%
Cc1ccc(S(=O)(=O)Nc2nc(C)cc(-n3nc(C)cc3C)n2)cc1
    /	-7.5%
CSc1nc2c(c(=O)[nH]1)C(c1ccc(Br)cc1)c1c(nc(SC)[nH]c1=O)O2
    -1%	-2.6%
O=C(NC12CC3CC(CC(C3)C1)C2)c1ccccc1O
    -2%	1.0%
O=c1nc(N2CCCCC2)nc(Nc2ccccc2)[nH]1
    /	2.5%
CC(C)C(NC(=O)C12CC3CC(CC(C3)C1)C2)C(=O)O (stereo not given)
    -4%	-6.8%
Cc1cc(OCC(=O)Nc2ccc(S(=O)(=O)N3CCN(C)CC3)cc2)ccc1Cl
    /	3.2%
O=C(c1cc2ccccn2n1)N1CCN(Cc2ccccc2)CC1
    10%	-3.5%
COC(=O)c1ccc(COc2cc3oc(=O)c4c(c3cc2Cl)CCC4)cc1
    1%	2.5%
CC(C)C1N=C2c3ccccc3N=C(SCC(=O)NCCc3ccc(S(N)(=O)=O)cc3)N2C1=O (stereo not given)
    0%	2.4%
CC(=O)Nc1nnc(SCC(=O)NC(C)(C)C)s1
    -5%	6.8%
CCOC(=O)C(=Cc1ccc(-c2cccc(Cl)c2Cl)o1)C(=O)OCC
    7%	-8.6%
COc1ccc(S(=O)(=O)N(CC(=O)NCC2CCCO2)c2ccc(C)cc2)cc1Br (stereo not given)
    3%	2.2%
Cc1ccc(Cc2cnc(NC(=O)c3ccccc3)s2)cc1
    4%	6.6%
Cc1ccc(Nc2nc3nonc3[nH]c2=O)cc1C
    0%	3.4%
CCc1nc(C)c(C#N)c2cc(OC)c(OC)cc12
    -10%	6.9%
COC(=O)CN1C(=O)/C(=C\c2cccc(O)c2)SC1=S
    6%	5.1%
COc1cc(-c2cc3nc(C)c(C)c(=O)n3[nH]2)cc(OC)c1OC
    -19%	-13%
Cc1cc(C(F)F)n2nc(C(=O)Nc3ccccc3F)nc2n1
    /	-2.0%
Cc1ccc2[nH]cc(C(=O)CN3CCC4(CC3)OCCO4)c2c1
    -2%	-2.4%
O=[N+]([O-])c1ccc(N2CCCCC2)nc1
    1%	3.9%
COc1cc(C(=O)Nc2c(C)cc(C)cc2C)c([N+](=O)[O-])cc1OC
    -3%	8.0%
COc1ccc(C(=O)O)cc1S(=O)(=O)N1CCC(C)CC1
    -1%	0.7%
CCOC(=O)c1c(NC(=O)c2cccc(OC)c2)sc(C(=O)Nc2ccccc2F)c1C
    2%	1.1%
Cc1[nH]c2ccccc2c1C(=O)/C=C/c1ccc2c(c1)OCO2
    1%	-4.3%
Cc1nn(-c2nc3ccccc3[nH]2)c(N)c1-c1ccc(Cl)cc1
    /	-5.4%
CCOC(=O)CSc1nc(-c2ccccc2)cc(C(F)(F)F)n1
    /	0.1%
CCCC(=O)Nc1nc2n(n1)C(c1ccccc1)CC(=O)N2 (stereo not given)
    /	1.8%
O=C(CN1CCOCC1)Nc1ccc(Oc2ccccc2)cc1
    -11%	39%
CC(C)CSc1nnc(-c2ccc(Br)cc2)o1
    1%	2.9%
CCOC(=O)C(NC(=O)CC)(Nc1ccccc1OC)C(F)(F)F (stereo not given)
    -10%	-8.1%
CCc1nnc(NC(=O)CCC(=O)N2CCN(CCc3ccccc3)CC2)s1
    1%	3.9%
Cc1ccc(NC2=CC(=O)CC(c3ccco3)C2)c(N)c1 (stereo not given)
    -6%	4.0%
N#CCCNC(=O)CCN1CCOCC1
    -13%	2.4%
Cc1ccc(-n2c(-c3ccc(Br)cc3)c[n+]3c2CCc2ccc4cccnc4c2-3)cc1
    /	0.2%
COCc1[nH]nc2c1C(c1ccc(F)cc1F)C(C#N)=C(N)O2 (stereo not given)
    -8%	-1.3%
O=C(Cc1ccc(F)cc1)Nc1cccc2ccccc12
    0%	-1.2%
COC(=O)c1ccc(CSc2nnc(N)s2)cc1
    -3%	-0.8%
CCOC(=O)CSc1nnc(-c2cccc(Cl)c2)n1CC
    -2%	8.0%

Going on with the list.
Under each structure: Rat MKP-3 inhibitors	Hsp70 inhibitors
CC(C)Nc1nc(-c2ccc(Cl)cc2)nc2ccccc12
    1%	-0.5%
Cc1ccc(NC2=NCC(=O)N2c2ccc3c(c2)OCCO3)c(C)c1
    0%	0.8%
O=[N+]([O-])c1cccc(-c2nnc(-c3ccc(Br)o3)o2)c1
    1%	-1.0%
NS(=O)(=O)c1cccc2cccnc12
    4%	-1.0%
CC1=CC(C)(C)Nc2ccc(OCC(=O)c3ccccc3)cc21
    -1%	-7.1%
Cc1nc(-c2cccc(S(=O)(=O)N3CC(C)CC(C)C3)c2)cs1 (stereo not given)
    /	-0.8%
CCOC(=O)c1c(C)oc(/N=C/c2ccccc2O)c1C#N
    7%	0.3%
CCCCn1cnc2c([nH]c3ccccc32)c1=O
    /	-3.0%
Cc1ccc(-c2ccc(C)cc2N)c(N)c1
    3%	-2.6%
O=c1[nH]c(=O)n(Cc2ccccc2)c2nc(-c3ccco3)cc(C(F)(F)F)c12
    4%	-3.4%
Nc1ccc(NC(=O)c2ccc(Cl)cc2Cl)c(Cl)c1
    -6%	3.1%
NC(=O)c1c(-c2cccs2)csc1N
    9%	6.5%
COc1ccc(N(CC(=O)N2CCOCC2)S(=O)(=O)c2ccccc2[N+](=O)[O-])c(OC)c1
    2%	1.0%
CC(Cc1ccccc1)N=C1NS(=O)(=O)c2ccccc21 (stereo not given)
    -2%	5.2%
CC1CCCCN1C(=O)CSc1nc(C2CC2)nc2c1cnn2-c1ccccc1 (stereo not given)
    12%	6.3%
CCC(=O)Nc1ccc(NC(=O)c2ccccc2Cl)nc1
    -13%	0.8%
CCOC(=O)C(C)n1cnc2c(nnn2-c2ccc(OC)cc2)c1=O (stereo not given)
    -8%	0.9%
Cc1ccc(NC(=O)N2CCc3ccccc32)cc1
    /	-1.1%
O=C(Nc1ccccc1Cl)c1ccc(CN2CCc3ccccc3C2)cc1
    2%	1.1%
CCc1ccc(-c2nc(C(N)=O)c3[nH]c(=O)n(-c4ccccc4OC)c3n2)cc1
    0%	2.3%
Cc1ccc2c(CN3C(=O)NC4(CCCCC4)C3=O)cc(=O)oc2c1C
    4%	-3.6%
CC(OC(=O)c1cc[n+]([O-])cc1)C(=O)Nc1ccc(Cl)cn1 (stereo not given)
    3%	0.4%
COc1ccc(C2SC(C)C(=O)N2c2ccc(C)cc2)cc1 (stereo not given)
    0%	1.6%
COc1ccc(/C=C2/C(=O)N=C(N)N2C)cc1OC
    /	6.6%
Cc1cc(C)nc(NS(=O)(=O)c2ccccc2)n1
    -9%	2.0%
COc1ccc(/C=C/C(=O)n2nnc3ccccc32)cc1
    1%	10%
CCn1c(SCC(=O)NCC2CCCO2)nnc1-c1c[nH]c2ccccc12 (stereo not given)
    1%	6.5%
CCC/C(C(=O)OCC)=C(/C)NCCN/C(C)=C(\CCC)C(=O)OCC
    1%	0.3%
COc1ccccc1NC(=O)c1cnc2n(c1=O)CCS2
    6%	1.7%
CC(C)CCOC(=O)C1[C@H]2C(=O)N(Cc3cccs3)C[C@]23C=C[C@H]1O3 (stereo not given in full)
    -6%	-0.5%
CC(=O)NC1CC2CCCC(C1)N2S(=O)(=O)c1ccccc1 (stereo not given)
    0%	-0.3%
O=C1CCCc2nc3nc4ccccc4n3cc21
    0%	1.9%
COc1ccc(CC(=O)OCN2C(=O)c3ccccc3C2=O)cc1
    -2%	0.4%
O=C(CCSc1nc(-c2ccco2)cc(C(F)(F)F)n1)NCc1cccs1
    /	1.7%
O=C(/C=C/Nc1ccccc1NS(=O)(=O)c1ccccc1)c1ccc2c(c1)OCO2
    -2%	-1.8%
CN(C)c1ccc(/C=N/N2C(=S)SC(C)(C)C2N(O)C(=O)Nc2ccc([N+](=O)[O-])cc2)cc1 (stereo not given)
    /	-8.4%
COc1ccc(OC)c(C=NN2CCN(Cc3ccc(C)cc3C)CC2)c1
    -2%	3.1%
Nc1nnc(SCC(=O)Nc2cc(C(F)(F)F)ccc2N2CCOCC2)s1
    /	-3.7%
CCC(=O)Nc1cccc(NC(=O)c2ccc(C(C)(C)C)cc2)c1
    3%	-0.1%
CCCCC[C@H](O)/C=C/[C@H]1C=CC(=O)[C@@H]1C/C=C\CCCC(=O)O
    -5%	/
Nc1nc(SCC(=O)OCc2ccccc2)[nH]c(=O)c1NC(=O)c1ccco1
    -2%	-0.7%

A portion of the library; rates above refer to the full screens.
